Screening results deposited in PubChem by several laboratories.
STK33 kinase inh: inhibitors of human STK33 kinase; Q9BYT3; purified STK33, MBP phosphorylation, ADP-Glo luminescence; inhibition, % at 10 µM; hit rate 0.073% among 320,000;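 active = inhibition at or above 25%, using the most active replicate where run in duplicate; inactive = inhibition below 25%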
KCNQ2 block: KCNQ2 channel blockers in CHO-K1 cells – cell-based, FluxOR thallium flux, B-score, primary screen (AID 2156); 20 min; active compounds read low; hit rate 1.1% among 310,000; O88943; B-score at 10 µM;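 active = fluorescence ratio B-score at most minus 3 library SDs, with starting brightness B-score within 2 library SDs, cut at about -5.5 in these data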
Target sequence (O88943 whole entry, looked up): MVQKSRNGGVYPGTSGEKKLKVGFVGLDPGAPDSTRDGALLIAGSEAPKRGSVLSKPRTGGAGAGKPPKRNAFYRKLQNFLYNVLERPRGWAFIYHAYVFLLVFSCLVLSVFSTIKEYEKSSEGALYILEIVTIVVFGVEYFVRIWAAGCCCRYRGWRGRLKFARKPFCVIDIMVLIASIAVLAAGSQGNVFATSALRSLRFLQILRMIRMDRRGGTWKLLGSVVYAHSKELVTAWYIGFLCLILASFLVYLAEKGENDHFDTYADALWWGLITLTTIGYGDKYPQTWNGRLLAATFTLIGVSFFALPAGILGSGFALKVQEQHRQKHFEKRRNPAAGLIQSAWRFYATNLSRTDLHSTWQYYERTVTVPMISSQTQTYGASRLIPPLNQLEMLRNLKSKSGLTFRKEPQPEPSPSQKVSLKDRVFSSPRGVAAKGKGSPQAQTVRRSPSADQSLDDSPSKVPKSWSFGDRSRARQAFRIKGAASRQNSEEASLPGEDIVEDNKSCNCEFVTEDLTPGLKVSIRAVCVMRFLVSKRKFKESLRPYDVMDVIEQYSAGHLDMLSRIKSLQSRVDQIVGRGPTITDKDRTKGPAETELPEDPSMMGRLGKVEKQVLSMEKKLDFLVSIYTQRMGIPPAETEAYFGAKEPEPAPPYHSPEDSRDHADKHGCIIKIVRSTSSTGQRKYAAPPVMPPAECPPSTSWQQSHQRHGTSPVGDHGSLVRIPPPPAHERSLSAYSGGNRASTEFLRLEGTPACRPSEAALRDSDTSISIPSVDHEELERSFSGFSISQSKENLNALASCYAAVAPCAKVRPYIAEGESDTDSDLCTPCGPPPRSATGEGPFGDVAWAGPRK
Kir21 block: blocks the mouse Kir2.1 inward-rectifier potassium channel; P35561; HEK293-Kir2.1, FluxOR thallium flux fluorescence; active compounds read low; B-score at 10 µM; hit rate 0.85% among 310,000; AID 1672;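 active = fluorescence ratio B-score at or below minus 3 SD of library scores, with starting-brightness B-score within 2 SD, cut at about -4.2 in these data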;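 note: channel flux triggered by added potassium and thallium sulfate stimulus; B-score of peak minus minimum fluorescence over baseline after thallium stimulus; more negative B-score means stronger Kir2.1 block with less thallium influx; some compounds called inactive have numbers as strong as hits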
Starred values were filed as active, the others as inactive; i = inactive; / = no result given.

SMILES	STK33 kinase inh	KCNQ2 block	Kir21 block
O=C(CCc1ccc(O)cc1)c1c(O)cc(O)cc1O	30*	i	0
c1ccc(CNc2c3ccccc3nc3ccccc23)cc1	-0.2	i	-8.3*
O=C1CCN(c2ccc([N+](=O)[O-])cc2F)CC1	-1.5	i	0
COc1ccc(-c2cc(C(=O)NCc3cccnc3)no2)cc1OC	0.6	i	0.83
Cc1cccc(C(=O)N2CCN(S(=O)(=O)N3CCCCC3)CC2)c1	-1.0	i	-0.61
CC(C)C(=O)Nc1ccc([N+](=O)[O-])c(C(F)(F)F)c1	-0.3	i	1.1
CCC1CCC(C(=O)NC(C(=O)NCCCN2CCCCC2C)C(C)C)CC1 (stereo not given)	0.9	i	-2.2
CC(=O)Nc1ccc(Cc2nc3c([nH]2)c(=O)n(C)c(=O)n3C)cc1	-1.0	i	2.7
CC(=O)C1=C(c2ccccc2)OC(N)=C(C#N)C1c1ccc(O)cc1 (stereo not given)	0.8	i	-0.37
CCCCNC(=O)c1ccccc1NC(=O)c1ccccc1N(C)S(C)(=O)=O	-2.8	i	4
O=C(NCc1ccc2c(c1)OCO2)c1ccc(Br)s1	-1.2	i	0.78
Cc1nn(-c2ccccc2)c(C)c1/C=N/NC(=O)CSc1nnc(-c2ccccc2)n1-c1ccc(Cl)cc1	-1.5	i	1.9
O=C(Nc1nnc(S(=O)(=O)N2CCCCC2)s1)c1ccc(Cl)cc1	-0.9	i	-1.1
CCn1c(SCCOc2ccc(Cl)cc2)nnc1-c1cccs1	-1.4	i	-5.8*
Cc1cc(C)c(OCC(=O)NCC2CCCO2)c(C)c1 (stereo not given)	-1.1	i	-0.65
COc1ccc(C2C(C(=O)N3CCN(c4ccccn4)CC3)CCC(=O)N2c2ccc(OC)cc2)cc1 (stereo not given)	-0.1	i	-0.63
O=C(c1ccc(Br)cc1)N(C1=NCCCCS1)c1ccccc1	-2.1	i	-0.15
O=C(CN1CCOCC1)Nc1ccc(F)cc1	-1.1	i	-0.14
Cc1ccc(C)c(N(Cc2cc3ccc(C)cc3[nH]c2=O)C(=O)c2ccco2)c1	0.1	i	0.27
COC(=O)[C@@H]1C[C@]2(OC(=O)c3ccccc3)C=CC(=O)C[C@@H]2N1C(=O)OCc1ccccc1	-1.4	i	-0.01
COc1ccc(/C=N/Nc2ncnc3scc(-c4ccccc4)c23)cc1OC	-1.0	i	1
Cc1cc(NC(=O)c2cc(-c3ccco3)on2)n(-c2ccccc2)n1	0.8	i	1.1
CCCCn1c(N)c(-c2nc3ccccc3o2)c2c([N+](=O)[O-])nn(C)c(=O)c21	-1.1	i	0.13
CC(=O)c1cc2c(cc1NS(=O)(=O)c1ccccc1Br)OCO2	0.6	i	-1.3
Cc1n[nH]c(=O)c2c(NC(=O)CSc3nnc(-c4ccncc4)n3C)oc(C)c12	-0.8	i	-0.47
CC1(C)CC(=O)C2=C(C1)Nc1ncnn1C2c1ccccn1 (stereo not given)	-1.7	i	-0.87
COc1ccc(Cl)cc1NC(=O)CN(C)C(=O)Cc1ccsc1	-1.8	i	-1.3
Clc1ccc(C2=Nn3c(Cn4nnc5ccccc54)nnc3SC2)cc1	-0.8	i	0.4
COCCNc1c2c(c(C#N)c3nc4ccccc4n13)CCCC2	3.7	i	0.05
CCSc1cc(N2CCCC2)nc(-c2ccc(F)cc2)n1	-0.6	i	0.03
COc1cc(C(=O)Nc2ccc(NC(=O)C3CC3)nc2)cc(OC)c1OC	0.4	i	1.5
C/C=C(\C)C(=O)OC(C)(C)[C@H]1Cc2cc3ccc(=O)oc3cc2O1	-1.4	i	0.32
c1ccc2oc(SCc3cn4ccccc4n3)nc2c1	-0.6	i	-0.23
CC(C)c1nc(C#N)c(N2CCOCC2)o1	1.4	i	-0.75
O=C(NCC1CCS(=O)(=O)C1)NCC1CCS(=O)(=O)C1 (stereo not given)	1.2	i	0.7
O=C1CCN(Cc2ccccc2)CCN1[C@H](COc1ccccc1)Cc1ccccc1	-2.2	i	-0.44
CCNc1ccc(C(=O)OCC(=O)NCCN2C(=O)CSC2=O)cc1[N+](=O)[O-]	-0.7	i	0.04
O=C(N/C(=C\c1cccc([N+](=O)[O-])c1)C(=O)N1CCOCC1)c1ccc([N+](=O)[O-])cc1	0.2	i	0.8
COCCN(C(=O)Nc1ccc(OC)cc1OC)C1CCN(C(C)C)CC1	0.6	i	-0.19
CCOC(=O)N1CCN(Cc2nc3c(c(=O)n(C)c(=O)n3C)n2CCCc2ccccc2)CC1	-1.6	i	-3.1
CC(C)C(=O)NC(c1cccc([N+](=O)[O-])c1)c1c(O)ccc2ccccc12 (stereo not given)	-2.9	i	0.52
Cc1cc(C)c2c(N)c(C(=O)Nc3nccs3)sc2n1	0.1	i	-0.34
CCOC(=O)c1cnn(-c2ccccc2)c1NC(=O)c1ccccc1C	0.9	i	0.05
O=C(Nc1ccc(OC(F)(F)F)cc1)Oc1ccccc1N1CCCCC1	-1.6	i	-0.99
COc1cc2c(cc1OC)CN(C(=O)c1cc(Cl)nc(Cl)c1)CC2	1.1	i	0
CCOC(=O)c1cnc(SCc2nc(N)nc(Nc3ccc(F)cc3)n2)nc1N	-1.4	i	0.47
Nc1ccc(S(=O)(=O)N2CCOCCOCCOCCOCCOCC2)cc1	-1.3	i	-1.2
COC(=O)Cc1cc(C)cc2c(=O)cc(-c3ccoc3)oc12	-0.5	i	-0.39
Cc1csc(NC(=O)c2ccc(S(=O)(=O)N3CCCC3)cc2)n1	-0.2	i	-0.08
Cc1ccc(Cn2ccc(NC(=O)c3noc4c3CCc3ccccc3-4)n2)cc1	-0.5	i	0.27
Cc1cccc2nc3ccccc3cc12	-0.1	i	-1.8
CCOC(=O)c1nn(-c2ccc(C)c(C)c2)c(=O)c2c(N)scc12	-2.2	i	-0.39
C#CCCOC(=O)N1C2=NC(C(=O)OC)=C(C(=O)OC)[C@@H]3Nc4ccccc4[C@]23C[C@H]1C(=O)OC	-0.3	i	0.72
COc1ccc(Br)c(-c2nc(CS(=O)(=O)c3ccc(F)cc3)no2)c1	-1.2	i	0
COc1cc(NC(C)=O)c2ncccc2c1NC(C)=O	-0.6	i	-0.27
COc1cccc(-c2nnc(Nc3nc4c(F)cccc4s3)o2)c1	5.6	i	-0.88
COC(=O)c1sc(S(=O)(=O)N2CCN(c3ccc(OC)cc3)CC2)c(C(=O)OC)c1C	-1.9	i	-1.2
CCS(=O)(=O)c1nc(S(=O)(=O)c2ccc(Cl)cc2)c(NCc2ccco2)s1	-3.8	i	-0.88
COc1ccc(CNC(=O)C(c2ccco2)N(C(=O)Cc2cccs2)c2cccnc2)cc1 (stereo not given)	-0.4	i	0.05
CCn1cc(S(=O)(=O)NCCc2ccc(F)cc2)cn1	-1.0	i	0.37

Looked up above.
COc1ccc(Br)c(-c2nc(CS(=O)(=O)c3ccc(F)cc3)no2)c1 in Kir21 block shows 0
COc1cccc(-c2nnc(Nc3nc4c(F)cccc4s3)o2)c1 in Kir21 block shows -0.88
Cc1csc(NC(=O)c2ccc(S(=O)(=O)N3CCCC3)cc2)n1 in Kir21 block shows -0.08
Cc1ccc(Cn2ccc(NC(=O)c3noc4c3CCc3ccccc3-4)n2)cc1 in STK33 kinase inh shows -0.5

Reformatted: entries from further up
STK33 kinase inh | KCNQ2 block | Kir21 block | SMILES
5.6 | i | -0.88 | COc1cccc(-c2nnc(Nc3nc4c(F)cccc4s3)o2)c1
-1.9 | i | -1.2 | COC(=O)c1sc(S(=O)(=O)N2CCN(c3ccc(OC)cc3)CC2)c(C(=O)OC)c1C

(list continues)
SMILES	STK33 kinase inh	KCNQ2 block	Kir21 block
CCOc1ccccc1N(C)C(=O)c1nn(-c2ccc(OC)cc2OC)c(=O)c2ccccc12	0.5	i	0.34
CCOc1ccc(S(=O)(=O)NCCC(=O)N2CCCN(C)CC2)cc1	-2.0	i	-0.12
CCOc1cc(C2C(C(=O)c3ccco3)=C(O)C(=O)N2CCc2ccccc2)ccc1O (stereo not given)	0.6	i	-0.89
Brc1ccccc1-c1nnc(-c2cccnc2)o1	0.0	i	0.01
CCOc1ccc2c(c1)C(C)=CC(C)(C)N2S(=O)(=O)c1ccc(C)cc1	/	i	-0.97
CC1CCN(CCCCOc2ccc(F)cc2)CC1	-1.7	i	-1.3
COc1ccc(OS(=O)(=O)Cc2ccccc2)cc1	-0.1	i	-0.72
N#Cc1ccc(OCC(=O)N2CCN(S(=O)(=O)c3cccs3)CC2)cc1	0.2	i	1.2
CC(N=c1ccccn1C(=O)Nc1ccc(F)cc1)c1ccco1 (stereo not given)	-0.5	i	-1.3
CCOc1ccccc1NC(=O)NCCCCc1ccccc1	-0.8	i	-1.2
Cc1cc(C)c(C)c(S(=O)(=O)N2C(=S)NC(=O)C2CC(C)C)c1C (stereo not given)	/	i	2.4
Cc1ccc(NC(=O)/C=C/c2ccc3c(c2)OCO3)cc1S(=O)(=O)N1CCOCC1	0.6	i	-0.55
COc1ccc(OC)c(-c2cc(C(=O)Nc3c(C)nn(Cc4ccc(Cl)cc4)c3C)no2)c1	-0.7	i	-0.11
Cn1c(CCNC(=O)c2ccco2)nc2cc(NS(=O)(=O)c3ccc(Cl)cc3)ccc21	0.5	i	-0.31
COc1ccc(C)cc1-n1cnnn1	-1.1	i	-1.8
COc1ccc(Cl)cc1NC(=S)N(Cc1cccnc1)Cc1ccco1	-0.9	i	-1.1
CN(C)c1nc(N)nc(Nc2ccccc2C#N)n1	-0.3	i	0.07
CN1CCC(=O)N([C@H](CSc2ccccc2)Cc2ccccc2)CC1	-0.9	i	-1.6
Cn1cc(-c2ccccc2C(N)=O)c(=O)c2cc(Cl)ccc21	-0.5	i	-0.1
C/C(=N\OCc1ccccc1C#N)c1cc2ccccc2o1	-1.8	i	0.54
COc1ccc(/C(C)=N/NC(=O)c2ccc(CSc3nncn3C)cc2)cc1	-1.7	i	0.2
CCOC(=O)N/N=C(/C)c1ccc([N+](=O)[O-])o1	-1.1	i	-3
O=C(Cn1cc(C(F)(F)F)cc(Cl)c1=O)NCc1ccccc1	-0.1	i	0.71
CC(=O)NC(c1ccc(Cl)cc1)c1c(O)ccc2ccc(O)cc12 (stereo not given)	-1.4	i	-0.43
C=CCn1c(SCC(=O)Nc2ccc3c(c2)OCO3)nc2ccccc2c1=O	0.1	i	0.16
COC(=O)Cc1ccc(NC(=S)NCc2ccccc2)cc1	-0.5	i	0.67
COc1nc(-c2ccccc2)ccc1-c1noc(-c2ccccc2)n1	-0.5	i	-0.01
Cc1ccccc1Cn1ccc(NC(=O)c2cnn3c(C(F)(F)F)cc(-c4ccco4)nc23)n1	-1.4	i	-0.15
CCC1=C(OC(=O)N(CC)CC)N2C(=O)OC(=NCC3CC3)[C@]2(Cc2ccccc2)[C@H]2C1=CC[C@H]1C(=O)N(c3ccccc3)C(=O)[C@H]12	-0.6	i	-0.74
Cc1cc(C)cc(NC(=O)NCC(O)COc2ccc([N+](=O)[O-])cc2)c1 (stereo not given)	-1.7	i	1.5
Cc1sc2ncnc(N)c2c1C	4.6	i	-0.69
CN1CCCCc2c1nc1c(c2N)CCCC1	0.0	i	-2.7
CCOc1ccccc1NC(=O)C1CCCN(C(=O)NCc2ccccc2)C1 (stereo not given)	-0.4	i	1.5
CCN(CC)S(=O)(=O)c1ccc(OC)c(NS(=O)(=O)Cc2ccccc2)c1	-2.0	i	-0.06
CCOC(=O)C1=C(C)N(CC(C)C)C(=O)/C1=C\c1ccc(OCC(=O)Nc2ccccc2)cc1	-0.5	i	-0.1
CC(=O)N1[C@H](Cc2ccccc2)C=C[C@]1(C)C(=O)NCCN1CCOCC1	-1.5	i	0.02

Full records from above:
Results for CCOc1ccccc1NC(=O)C1CCCN(C(=O)NCc2ccccc2)C1 (stereo not given) : STK33 kinase inh: -0.4; KCNQ2 block: i; Kir21 block: 1.5
Results for CCN(CC)S(=O)(=O)c1ccc(OC)c(NS(=O)(=O)Cc2ccccc2)c1 : STK33 kinase inh: -2.0; KCNQ2 block: i; Kir21 block: -0.06

Next structures
SMILES	STK33 kinase inh	KCNQ2 block	Kir21 block
Cn1c(SCC(=O)OC2CCCCC2)nnc1-c1ccco1	-1.5	i	-0.06
CC(=O)c1cccc(NC(=O)c2cc(-c3cccs3)on2)c1	-0.6	i	-1.7
CC1CN(C(=S)Nc2ccc(Br)cc2Cl)CC(C)O1 (stereo not given)	-1.7	i	-0.34
Cc1cc(C(=O)NNC(=S)NCC(C)C)cs1	-0.5	i	-1.9
Cc1cccc(C(=O)OC(C)CN2CCOCC2)c1 (stereo not given)	-0.7	i	-0.49
C=CCNC(=O)COC(=O)c1nc2nccc(C)n2n1	-5.5	i	-0.09
O=C(O)c1ccc(COc2ccc3c(c2)CCC3)cc1	-0.3	i	1.2
Cc1ccc(-c2c[n+](Cc3ccc(Cl)c(Cl)c3)c3n2CCC3)cc1	-1.6	i	-2.7
NC(=O)c1cc(C(=O)c2ccc(Cl)cc2)c[nH]1	0.1	i	1.3
CCCCC(=O)Nc1ccc2oc(-c3cccnc3)nc2c1	-0.5	i	1.9
CCOC(=O)c1c(-c2cccc([N+](=O)[O-])c2)csc1NC(=O)CCCOc1ccccc1	-0.1	i	-0.92
Cc1ccc(NC(=O)Cn2nc(C)c3ccccc3c2=O)cc1	2.5	i	-0.05
CC(CC(=O)Nc1ccc(S(=O)(=O)N2CCOCC2)cc1)c1ccccc1 (stereo not given)	-0.1	i	0.04
CC(=O)Nc1ccc2c(c1)n(C)c(=O)n2C	-0.5	i	-1.1
Cc1ccc2c(c1)cc1c(=O)n(CC(=O)NCCN3CCCC3)nc(C)n12	-1.7	i	-0.08
Cc1ccc(-c2csc(=S)n2CC(=O)OCC(=O)NC(C)C(C)C)cc1 (stereo not given)	2.9	i	-1.6
